Bioassay records as filed in PubChem.
m-calpain inh: inhibitors of pig calpain II; inhibition, % at 16 µM; purified calpain II, fluorogenic peptide substrate, 30 min; 220,000 compounds, 0.37% hits; AID 1236;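 active means inhibition above about 50%, limit read from the data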
Furin inhibitor: inhibitors of human furin; inhibition, % at 30 µM; 220,000 compounds, 0.061% hits; AID 463115; P09958; purified furin, fluorogenic substrate cleavage; in the data active means inhibition above about 25%; further: inactives centre near -15
Thrombin inh: inhibitors of human thrombin. inhibition, % at 5 µM. 220,000 compounds, 0.26% hits. alpha-thrombin, Boc-VPR-AMC fluorogenic substrate cleavage;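 active means inhibition at or above 40%; inactive means inhibition below 40%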;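 further: 0% = enzyme with no compound and 100% = wells without enzyme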
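Material: human alpha-thrombin protein. Incubation: reaction at ambient temperature. Technique: fluorescence of released AMC, ex 355 nm, em 460 nm. Control set: no-compound enzyme wells and no-enzyme blanks. Also added: Boc-VPR-AMC substrate, 15 µM final. Buffer or medium: pH 7.5 Tris (50 mM) with NaCl 150 mM, Tween 20 0.05%.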
KLK5 inh: inhibitors of human kallikrein 5. 210,000 compounds, 0.59% hits. recombinant hK5, fluorogenic AMC substrate cleavage. Q9Y337. inhibition, % at 5 µM. AID 873;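 active means inhibition of 40% or more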;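 further: 0% = enzyme controls without compound and 100% = no-enzyme blanks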
FXIa inh 1536: inhibitors of human coagulation factor XIa; 220,000 compounds, 0.14% hits; inhibition, % at 5 µM; purified FXIa, Boc-Glu-Ala-Arg-AMC fluorogenic substrate; P03951;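 active means inhibition of at least 40%; inactive means inhibition below 40%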;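 further: fluorescence of freed AMC excited at 355 nm; 0% = enzyme without compound and 100% = no enzyme blank; many of its hits are not listed in these tables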
PERK inh: blocks human PERK kinase. inhibition, % at 5.6 µM. AID 1416. Q9NZJ5. CHO PERK-DD fusion, SEAP luminescence translation reporter. 220,000 compounds, 0.17% hits;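 active means inhibition above the mean inhibition of all tested compounds plus 3 SD, set separately per screening campaign, cut at about 2.9% in these data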;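 further: PERK kinase domain activated by AP20187 dimerizer at 100 nM; 0% = DMSO with dimerizer and 100% = rapamycin at 8.4 µM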
Target sequence (Q9NZJ5 whole entry, looked up, the tested form may be a part): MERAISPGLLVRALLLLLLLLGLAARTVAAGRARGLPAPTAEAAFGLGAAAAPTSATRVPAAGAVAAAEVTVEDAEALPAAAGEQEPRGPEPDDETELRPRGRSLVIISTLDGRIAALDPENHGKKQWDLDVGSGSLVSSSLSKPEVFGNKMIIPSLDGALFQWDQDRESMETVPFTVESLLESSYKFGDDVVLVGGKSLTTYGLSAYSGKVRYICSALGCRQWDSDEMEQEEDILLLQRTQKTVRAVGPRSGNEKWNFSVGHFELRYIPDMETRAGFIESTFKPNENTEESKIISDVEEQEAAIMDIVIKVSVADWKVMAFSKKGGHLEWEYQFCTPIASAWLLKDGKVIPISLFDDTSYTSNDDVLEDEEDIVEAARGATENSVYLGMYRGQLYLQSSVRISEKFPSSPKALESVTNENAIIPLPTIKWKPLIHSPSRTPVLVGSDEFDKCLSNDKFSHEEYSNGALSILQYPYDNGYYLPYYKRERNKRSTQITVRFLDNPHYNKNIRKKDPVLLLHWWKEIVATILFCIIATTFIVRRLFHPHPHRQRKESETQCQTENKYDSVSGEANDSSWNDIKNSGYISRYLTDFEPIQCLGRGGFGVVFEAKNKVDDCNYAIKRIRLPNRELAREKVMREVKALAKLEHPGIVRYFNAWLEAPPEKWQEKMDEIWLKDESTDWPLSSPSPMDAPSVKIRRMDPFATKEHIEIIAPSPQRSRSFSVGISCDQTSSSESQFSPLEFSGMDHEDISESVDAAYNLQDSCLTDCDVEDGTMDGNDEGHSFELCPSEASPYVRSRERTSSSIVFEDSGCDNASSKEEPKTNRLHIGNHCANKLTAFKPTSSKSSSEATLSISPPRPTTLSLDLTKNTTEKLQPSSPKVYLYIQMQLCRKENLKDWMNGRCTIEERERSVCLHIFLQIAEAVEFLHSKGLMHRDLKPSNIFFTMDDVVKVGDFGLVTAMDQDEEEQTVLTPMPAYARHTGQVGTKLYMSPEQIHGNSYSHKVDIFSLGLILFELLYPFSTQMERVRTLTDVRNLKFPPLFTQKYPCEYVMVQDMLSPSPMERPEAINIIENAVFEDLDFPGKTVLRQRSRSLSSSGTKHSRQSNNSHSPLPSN
Rad51 HR inh: Rad51 (human) homologous recombination inhibition; 200,000 compounds, 0.085% hits; inhibition, % at 10 µM; hRad51 DNA strand exchange, fluorescence dequenching; Q06609;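 active means inhibition above 40% at the single screening dose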;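 further: 0% = DMSO control wells and 100% = blanks with heterologous ssDNA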
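Material: human Rad51–ssDNA filaments; Probe or stimulus: labelled 47-mer dsDNA for strand exchange; Doses: single 10 µM dose; Incubation: 37 °C 15-min filament assembly, 30-min compound preincubation, 15-min exchange; Technique: FRET fluorescence dequenching, excitation 485 nm, emission 520 nm; Measure: Fluorescence-based percent inhibition, control- and blank-normalised; Benchmarks: plate control and blank wells.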
KCC2 mod: modulates chloride dependent transport by human KCC2. KCC2 cells, thallium flux FluoZin-2 fluorescence. B-score of Tl+ flux slope (higher = more flux/activation; lower = inhibition) at 10 µM. 190,000 compounds, 2.2% hits. AID 1456;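 active means thallium flux slope and its plate-corrected score both differing from the plate sample mean at a set confidence after two filtering rounds, in either direction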;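 further: slope of fluorescence scaled to starting intensity during 10 to 20 s after thallium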
FXIIa inh 1536: blocks human coagulation factor XIIa protease activity; inhibition, % at 5 µM; purified FXIIa, Boc-QGR-AMC fluorogenic substrate, 2 h; AID 800; 220,000 compounds, 0.3% hits; in the data active means inhibition above about 40%;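 further: 0% = enzyme with no compound and 100% = blank without enzyme; many of its hits are not listed in these tables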
An asterisk follows results filed as active; . = no result given; & = joins results of further samples; [ ] = another dose, or the depositor's remark.

Start of the listing, in advance, three compounds:
entry	Structure	Rad51 HR inh	FXIa inh 1536	Thrombin inh	KLK5 inh	Furin inhibitor	KCC2 mod	FXIIa inh 1536	PERK inh	m-calpain inh
1	CCC(C(=O)O)N1C(=O)/C(=C/C(C)=C/c2ccccc2)SC1=S (centres undefined)	2	-1	-11	2	5	-4.3	5	0.3	42
2	CC(=NCC1CCCO1)c1c(O)[nH]c(=O)[nH]c1=O (centres undefined)	6	9	-2	-10	-19	.	17	0.3	-6
3	Cc1nc2cc(-c3cccs3)[nH]n2c(=O)c1C	-8	7	5	-8	-19[20 µM]	-0.00032	14	0.6	-79

Results, repeating the preview:
entry	Structure	Rad51 HR inh	FXIa inh 1536	Thrombin inh	KLK5 inh	Furin inhibitor	KCC2 mod	FXIIa inh 1536	PERK inh	m-calpain inh
1	CCC(C(=O)O)N1C(=O)/C(=C/C(C)=C/c2ccccc2)SC1=S (centres undefined)	2	-1	-11	2	5	-4.3	5	0.3	42
2	CC(=NCC1CCCO1)c1c(O)[nH]c(=O)[nH]c1=O (centres undefined)	6	9	-2	-10	-19	.	17	0.3	-6
3	Cc1nc2cc(-c3cccs3)[nH]n2c(=O)c1C	-8	7	5	-8	-19[20 µM]	-0.00032	14	0.6	-79
4	FC(F)Sc1nc(-c2ccccc2)c(-c2ccccc2)n1C(F)F	2	-3	-8	-9	-7	0.022	4	0.3	8
5	N#Cc1c(-c2ccco2)c2c([nH]c1=S)CCCC2	-5	2	-1	-11	.	.	11	.	11
6	CCOP(=O)(OCC)C(O)c1cc(OC)c(OC)c(OC)c1 (centres undefined)	8	-3	-7	-7	-5	0.48	1	0.5	-14
7	CN=C1SC(C(=O)Nc2ccccc2Cl)CC(=O)N1c1ccc(OC(F)(F)Cl)cc1 (centres undefined)	.	0	1	.	-28	1.4	8	0.5	-18
8	CCc1ccc(OCC(=O)NNC(=O)CSc2ncnc3sc(C)c(C)c23)cc1	-3	-4	-2	-24	-4[20 µM]	4.5*	3	-0.2	11
9	Cc1cnc(C(=O)OCC(=O)NCCCc2ccccc2)cn1	-3	12	10	16	-26	-1.2	18	0.7	43
10	O=C(NCCCn1ccnc1)NC(C(F)(F)F)C(F)(F)F	6	-1	-6	2	-14[20 µM]	-0.14	8	0.5	-7
11	CCNC(=S)Nc1ccc(N(c2ccccc2)C(C)C)cc1	-1	-2	-4	-4	-15[20 µM]	1.3	7	-0.5	-29
12	CCOc1ccc(NC(=S)N2c3ccccc3CC2C)cc1 (centres undefined)	28	3	-9	1	-19	-1.1	10	-0.5	6
13	CC1SCC(=O)N(CC(=O)NCc2ccccc2)C1=O (centres undefined)	4	-2	-10	7	-17	1.8	-3	0.5	-16
14	CC(NC(=O)c1ccco1)c1cccc2ccccc12 (centres undefined)	-2	8	7	-5	-23[20 µM]	.	17	0.6	-9
15	Cc1ccc(S(=O)(=O)NC(CC(=O)NCc2ccco2)c2ccco2)cc1 (centres undefined)	-1	-13	7	-30	-13	.	-2	-0.3	10
16	Cc1nc(-c2ccc(C#N)cc2)cs1	4	-9	-4	23	-4	-0.23	4	0.0	-4
17	O=C1C(C=NCc2ccccn2)=C(O)c2ccccc21	11	-3	0	1	0	0.51	7	-0.3	9
18	COc1ccccc1Nc1ncnc2ccccc12	-5	-3	2	-17	-15	.	11	0.5	0
19	Cc1nc(C2COc3ccccc3O2)sc1C(=O)O (centres undefined)	.	2	-4	0	-14	0.12	4	1.5	0
20	O=C(c1cccc2c1C(=O)N(Cc1cccnc1)C2)N1CCN(c2ccccc2)CC1	1	4	6	-4	-15[20 µM]	2.3	6	0.0	-55
21	CCC(=O)Nc1ccc(S(=O)(=O)NCc2ccco2)cc1	-9	6	4	-1	-20[20 µM]	1.1	13	1.3	-4
22	CCCSc1cc(N2CCCC2)nc(-c2ccccc2)n1	-1	4	-5	-3	-15[20 µM]	1.4	19	0.2	15
23	COc1cc(S(=O)(=O)NCc2ccccc2)ccc1Br	2	-1	-10	-4	-6	-0.9	0	0.5	-4
24	O=C(NCc1ccccc1)C1=C[C@H](c2ccc(C(F)(F)F)cc2)C[C@H](OCc2ccc(CO)cc2)O1	-4	6	3	11	0	-0.2	13	0.6	30
25	CC(CN1CCCCC1)C(=O)NNC(=O)C12CC3CC(CC(C3)C1)C2 (centres undefined)	14	-2	-8	-5	-34	0.83	5	0.1	23
26	COc1ccc(NC(=S)N/N=C/c2cccn2Cc2ccc(F)cc2Cl)cc1	-24	0	2	-2	-4	3.8*	5	1.5	6
27	CCCn1c(=N)n(CCOc2ccc(OC)cc2)c2ccccc21	.	-5	1	-23	-17[20 µM]	0.76	3	-1.2	5
28	CC(=O)c1nn(-c2ccc(Br)cc2)cc1C(=O)c1ccccc1	5	-7	-7	-11	-10	1.1	-6	0.2	31
29	COc1ccc(C2C(C#N)=C3NC(=O)c4c(sc5c4CCCCC5)N3C3=C2C(=O)CC(C)(C)C3)cc1 (centres undefined)	-6	5	3	-73	-16[20 µM]	0.51	12	0.0	-106
30	N/C(=N\c1nc2ccccc2o1)NC(=O)c1ccc(Cl)cc1	5	2	-12	-7	1	-0.24	2	0.2	14
31	Cc1ccc(N2C(=O)c3ccccc3C2O)nc1 (centres undefined)	.	-8	-8	1	-24	0.38	0	1.2	-2
32	CN1CCN(C(=O)c2ccccc2NC(=O)C(C)(C)C)CC1	5	4	2	-7	-3[20 µM]	0.096	11	1.6	-3
33	CN1CCN(c2ccccc2NC(=O)c2cccc([N+](=O)[O-])c2)CC1	.	2	1	.	-17	0.0024	9	0.9	-3
34	Cc1cc(C)n2cc(CSc3ccccn3)nc2n1	-2	8	3	10	-15	0.38	13	-0.2	-335
35	CCN(CC)c1ccc(C=Nc2ccc(N(C)C)cc2)c(O)c1	-58	16	9	-5	-16[20 µM]	0.27	25	0.3	22
36	N#C/C(=C(/O)c1ccc(C(=O)c2ccccc2)cc1)c1nc2ccccc2[nH]1	21	0	3	1	-15	-0.017	11	0.7	5
37	CC(C)N(CCNCc1nnc(-c2ccccc2)o1)C(C)C	-5	-7	-4	-3	-20	0.86	5	0.5	-5
38	O=[N+]([O-])c1ccccc1NCCNS(=O)(=O)c1ccc(Cl)cc1	.	9	4	-1	-21	-0.96	13	0.9	13
39	O=C(c1cc2cc([N+](=O)[O-])ccc2s1)N1CCOCC1	-9	-5	2	-13	-9	1.6	0	0.9	11
40	Nc1ccc(NC(=O)NC2CCCCC2)cc1	12	2	-9	2	1	.	5	0.4	0
41	COc1ccc(CN(C(=O)c2cc3ccccc3oc2=O)C2CCCC2)cc1	6	3	-2	-7	-3[20 µM]	-5.1*	8	-1.4	11
42	CN(C)Cc1nc2ccccc2c(=O)n1Cc1nc(-c2cc3ccccc3o2)cs1	-4	6	1	-22	-23	-0.16	17	-0.7	-34
43	COCCN(Cc1cc2cc3c(cc2nc1Cl)OCO3)C(=O)Nc1ccccc1OC	-6	-81	1	-28	-17	.	16	0.4	-25
44	Cc1cc(C)c(OCCN(C)Cc2ccccc2)c(Br)c1	-2	22	1	-11	-10	0.11	8	1.8	23
45	COc1ccc(Br)cc1CN1CCN(C(=O)c2ccc(OC)c(OC)c2)CC1	10	-4	-9	0	-28	-1.7	4	0.5	-35
46	COc1ccc2oc(=O)c(C(C)=O)cc2c1	-4	0	2	2	-8[20 µM]	-0.044	8	1.3	-201
47	COCCn1c(C)cc(C(=O)CSc2nnc(C)s2)c1C	.	12	8	11	-6	1.9	27	0.0	8
48	COC(=O)CNC(=O)COC(=O)Cc1ccc(Cl)cc1	4	-1	-2	-11	-24	0.12	5	1.0	5
49	CC1(C)N=C2C(=[N+]1[O-])CCC/C2=N\O	1	-16	1	8	-13	0.2	16	0.8	-21
50	O=c1[nH]c(-c2ccccn2)nc(C(F)(F)F)c1Br	.	-4	-6	.	0	0.51	1	-1.4	12

Next part
entry	Structure	Rad51 HR inh	FXIa inh 1536	Thrombin inh	KLK5 inh	Furin inhibitor	KCC2 mod	FXIIa inh 1536	PERK inh	m-calpain inh
51	COc1ccc(-c2nn(-c3ccccc3)cc2/C=C/C(=O)OCC(=O)Nc2cccc(C#N)c2)cc1	1	-4	-2	2	-32	0.03	7	0.2	-41
52	Cc1cc(Cl)ccc1OCCCC(=O)NCc1ccncc1	.	2	-4	-10	-15	0.27	13	1.1	-4
53	O=C(CN1CCN(Cc2ccccc2)CC1)NCCNc1ccc([N+](=O)[O-])cn1	-1	14	9	19	4	.	16	0.0	9
54	NC(N)=NC1=NC(=O)C(Cc2ccccc2Cl)S1 (centres undefined)	18	5	1	2	4	-0.74	13	1.1	2
55	CCCNC(=O)c1cccc(C(F)(F)F)c1	2	-6	-2	5	-2[20 µM]	-0.56	3	-0.1	7
56	Cc1ccc(Cn2c(=O)n(-c3ccccc3)c(=O)c3ccc(C(=O)NCc4ccco4)cc32)cc1	.	5	-2	-8	-12	-0.28	12	-0.5	4
57	CS(=O)(=O)N(CC(=O)N1CCCC1)c1cc(Cl)c(Cl)cc1Cl	-5	10	2	1	-4[20 µM]	-1.2	16	0.2	-5
58	C/C(=N\NC(=S)Nc1cc(S(=O)(=O)N2CCOCC2)ccc1Cl)c1ccc(N2CCOCC2)cc1	.	1	1	-14	-6	1.4	7	-1.5	19
59	Cc1ccc(NC(=O)CSc2nc3ccccc3c(=O)n2CCCC(=O)NCCCN2CCOCC2)cc1C	14	-6	0	-17	-22	-0.97	1	-0.2	-95
60	CCCCCc1cc(=O)oc2c(C(CCN3CCN(c4ccccc4)CC3)c3ccc4c(c3)OCO4)c(OC)cc(OC)c12 (centres undefined)	-2	-1	-5	0	-22	1.8	1	.	-28
61	O=S(=O)(c1ccc(N2CCN(S(=O)(=O)c3ccc4c(c3)OCCO4)CC2)nc1)N1CCCC1	-4	4	-5	6	-20	0.047&0.75	1	-0.1	-45
62	COC(=O)C1=C(C(=O)OC)[C@@H]2N(C)c3ccccc3[C@@]23C[C@@H](CO)N(C(=O)NCCBr)C3=N1	-2	0	-6	2	-28	0.012	6	.	-54
63	Cc1nn2c(CN(C(=O)CN3CCOCC3)c3ccccc3)nnc2c2ccccc12	-5	26	10	30	-3	-1.6	42*	-0.2	26
64	CC(c1ccccc1)N(CCC(c1ccccc1)C1CCOC(C)(C)C1)C(=O)c1ccco1 (centres undefined)	-3	4	-3	-6	-5	-2.3	7	-0.8	42
65	O=[N+]([O-])c1ccc(N2CCN(S(=O)(=O)c3ccccc3)CC2)cc1N1CCc2ccccc2C1	-1	0	-9	-7	-14	1.5	9	0.3	-44
66	C[C@H]1CC[C@H]2C(=O)N3[C@H](c4ccccc4Br)[C@@H](C)CC[C@H]3C(=O)N2[C@@H]1c1ccccc1Br	.	4	-1	-9	-16	4.4*	14	0.1	-60
67	Nc1n[nH]c2ccccc12	-5	3	-8	2	-10	0.74	11	1.7	-1
68	O=C(COC(=O)c1ccc(NS(=O)(=O)c2ccc3c(c2)OCCO3)cc1)NC1CCS(=O)(=O)C1 (centres undefined)	25	-1	5	-5	-14	0.52	10	0.2	-5
69	CC(O)CNc1nc2c(c(=O)n(C)c(=O)n2C)n1CCc1ccccc1 (centres undefined)	-5	-2	-3	0	-23[20 µM]	0.96	8	-0.8	-29
70	O=C1CCN(C(=O)c2ccccc2)C2CCCCC12 (centres undefined)	-2	4	-1	7	-7	0.25	4	0.9	-2

The list is partial; the hit share may differ from the screen's.
